Screens (PubChem)
CHRM5 agonist – CHRM5 agonism in calcium assay | P08912 | CHO-K1 hM5 cells, Fluo-8 calcium fluorescence; 0% DMSO wells, 100% maximal acetylcholine response | activation, % at 3 µM | actives 0.19% (n = 360,000) | AID 624037;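 active means activation above the run's mean over test compounds plus 3 SD, cut at about 23% in these data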;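 further: signal is peak over basal fluorescence ratio across the kinetic read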
Target sequence (P08912 whole entry, looked up): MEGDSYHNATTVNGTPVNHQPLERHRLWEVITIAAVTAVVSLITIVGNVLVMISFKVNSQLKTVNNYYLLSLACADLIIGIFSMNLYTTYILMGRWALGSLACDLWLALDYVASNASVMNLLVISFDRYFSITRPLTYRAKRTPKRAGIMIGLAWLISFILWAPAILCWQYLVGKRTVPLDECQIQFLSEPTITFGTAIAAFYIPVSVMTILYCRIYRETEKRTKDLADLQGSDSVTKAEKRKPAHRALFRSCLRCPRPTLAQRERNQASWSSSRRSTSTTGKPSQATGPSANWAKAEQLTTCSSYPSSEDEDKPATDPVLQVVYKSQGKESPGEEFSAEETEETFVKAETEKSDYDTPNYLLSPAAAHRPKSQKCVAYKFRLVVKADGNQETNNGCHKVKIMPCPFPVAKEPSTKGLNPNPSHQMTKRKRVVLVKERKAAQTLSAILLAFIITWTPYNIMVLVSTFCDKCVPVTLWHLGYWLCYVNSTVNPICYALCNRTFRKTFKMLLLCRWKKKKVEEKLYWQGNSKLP
CHRM4 agonist – agonists of human muscarinic M4 receptor (CHRM4). P08173. CHO-K1 hM4/Gqi5, Fluo-8 calcium fluorescence; vehicle 0%, full acetylcholine response 100%. activation, % at 3 µM. actives 0.14% (n = 360,000). AID 624127;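 active means activation above the run mean over all test wells plus 3 SD, cut at about 32% in these data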;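 further: peak over basal fluorescence ratio per well then scaled between controls; 0% = DMSO wells and 100% = acetylcholine at EC100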
Target sequence (P08173 whole entry, looked up): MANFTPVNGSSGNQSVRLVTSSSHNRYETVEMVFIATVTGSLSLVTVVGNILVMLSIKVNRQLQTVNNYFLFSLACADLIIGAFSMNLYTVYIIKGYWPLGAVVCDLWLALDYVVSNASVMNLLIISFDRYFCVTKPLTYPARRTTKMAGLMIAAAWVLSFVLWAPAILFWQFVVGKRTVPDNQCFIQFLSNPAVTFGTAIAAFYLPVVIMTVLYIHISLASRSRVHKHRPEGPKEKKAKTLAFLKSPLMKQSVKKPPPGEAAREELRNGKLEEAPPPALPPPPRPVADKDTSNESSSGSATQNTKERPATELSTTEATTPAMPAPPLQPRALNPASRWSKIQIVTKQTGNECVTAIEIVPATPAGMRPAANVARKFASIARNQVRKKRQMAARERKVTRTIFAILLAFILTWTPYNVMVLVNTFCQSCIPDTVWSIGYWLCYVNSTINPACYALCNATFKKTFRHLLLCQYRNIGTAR
CHRM1 PAM – positive allosteric modulators of human M1 muscarinic receptor | P11229 | actives 0.088% (n = 360,000) | activation, % at 3 µM | CHO-K1 hM1, Fluo-8 calcium fluorescence, ACh EC20; 0% = ACh EC20, 100% = maximal ACh; in the data active means activation above about 19%, passing the limit was not always enough
M4 antag – antagonists of human muscarinic M4 receptor (CHRM4); inhibition, % at 3 µM; P08173; AID 624125; CHO-hM4 cells, ACh EC80, Fluo-8 calcium fluorescence; actives 0.73% (n = 360,000);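 active means inhibition above its plate's cutoff, the mean inhibition of sample wells plus 3 SD, cut at about 27% in these data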;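 further: 0% = acetylcholine EC80 with DMSO and 100% = DMSO without agonist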
CRFBP-R2 block – CRF-BP/CRF-R2 complex antagonism; HEK293 CRF-R2/CRF-BP, CRF-induced calcium fluorescence; inhibition, % at 11.8 µM; actives 0.59% (n = 350,000);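 active means inhibition of the ligand-induced calcium signal above about 50% at the single tested concentration, limit read from the data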
CHRM4 PAM – potentiates acetylcholine response at human M4 receptor; actives 0.4% (n = 360,000); AID 624126; CHO-K1 hM4/Gqi5, Fluo-8 calcium fluorescence, ACh EC20; 0% = ACh EC20, 100% = maximal ACh; activation, % at 3 µM; P08173;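 active means activation above its plate's cutoff, the mean activation of sample wells plus 3 SD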; further: some results filed as inactive read as strong as hits
M5 antag – antagonists of human muscarinic M5 receptor (CHRM5) | P08912 | CHO-hM5 cells, Fluo-8 calcium fluorescence, ACh EC80 | inhibition, % at 3 µM | actives 0.59% (n = 360,000);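 active means inhibition above a per-plate cutoff, the mean of that plate's test compounds plus 3 SD, cut at about 27% in these data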;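 further: 0% = acetylcholine EC80 with DMSO and 100% = DMSO without agonist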
M5 PAM – positive allosteric modulators of human muscarinic M5 receptor | CHO-K1 hM5, Fluo-8 calcium, ACh EC20 PAM; 0% = ACh EC20, 100% = ACh EC100 | P08912 | actives 0.3% (n = 360,000) | activation, % at 3 µM;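 active means activation above the run cutoff, the mean activation of all test compounds plus 3 SD, cut at about 18% in these data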
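System: CHO-K1 cell line with stable human muscarinic M5 receptor expression | Also added: EC20 acetylcholine as agonist stimulus | Compound: One concentration, 3 µM final (nominal) | Timing: Fluo-8 loading 80 min at 37 °C plus 30 min room temperature | Measured by: Fluo-8 calcium dye fluorescence, kinetic read | Read-out basis: % activation, ACh-normalized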
CRFR2-BP ag – CRF-BP/CRF-R2 complex agonism; HEK293 CRF-R2/CRF-BP, calcium dye fluorescence (FLIPR); percent of saturating CRF peptide response; activation, % at 13.2 µM; actives 0.46% (n = 350,000); AID 588473;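 active means activation of at least 50%, plus an integration ratio under a set limit after plate pattern correction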;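 further: plate controls were neutral control wells without compound for no effect and CRF at EC100 for full effect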
* = called active by the depositor; · = not tested or not shown.

SMILES | CHRM5 agonist | CHRM4 agonist | CHRM1 PAM | M4 antag | CRFBP-R2 block | CHRM4 PAM | M5 antag | M5 PAM | CRFR2-BP ag
COC(=O)c1ccc(C)c(N(CCO)CCO)c1 | -0.6 | 0.4 | -1.6 | -0.9 | 5.8 | 8.6 | -5.8 | -2.8 | -0.9
Cc1ccc(CN2C(=O)CCC2(C)c2nnnn2Cc2ccccc2)cc1 (stereo not drawn) | 1.0 | 0.2 | · | 3.5 | · | -1.1 | 16.9 | -6.1 | ·
COC(=O)c1sc(NC(=O)c2ccc([N+](=O)[O-])o2)c(C#N)c1C | 12.0 | 9.2 | 1.4 | 2.5 | 73.7* | -6.9 | -2.5 | -16.1 | 41.2
COc1ccc(CCNC(=O)C2Cc3ccccc3C(=O)O2)cc1 (stereo not drawn) | -1.0 | 2.7 | 7.7 | -8.1 | 3.1 | 5.9 | 7.0 | -1.2 | 0.7
COc1ccccc1NC(=O)COC(=O)c1ccccc1SCC(=O)N1CCCC1 | -0.1 | 3.7 | 4.8 | -2.7 | -5.8 | 4.7 | 11.9 | 3.6 | -1.6
CCC(C(=O)NCc1ccccc1)n1c(C2CCN(C(C)=O)CC2)nc2ccccc21 (stereo not drawn) | -0.7 | 0.1 | · | -1.4 | · | 3.5 | -0.6 | 6.8 | ·
CCN(C[C@H]1N[C@@](Cc2ccccc2)(C(=O)OC)[C@H]2C(=O)N(C)C(=O)[C@@H]12)C(=O)COC | -0.8 | 0.1 | 16.7 | -4.9 | -2.3 | 0.5 | -3.2 | 1.5 | -2.3
Cc1ccc(S(=O)(=O)N2CCOCC2)cc1C(=O)OC(C)C(=O)NC1CCCC1 (stereo not drawn) | 1.4 | 2.3 | 2.3 | 8.4 | 6.8 | 3.3 | -0.9 | 6.6 | -0.2
O=S(=O)(Cc1ccccc1)N1CCN(Cc2c(F)cccc2Cl)CC1 | 2.5 | -0.2 | 5.1 | 18.2 | -6.8 | 8.4 | 0.8 | -3.0 | 2.8
O=C(N/N=C/c1ccco1)C(O)C(O)C(=O)N/N=C/c1ccco1 (stereo not drawn) | -1.4 | 1.4 | 7.6 | 9.7 | 1.6 | 0.8 | 2.3 | -1.9 | 0.2
Brc1ccc([C@H]2CN3CCSC3=N2)cc1 | -0.7 | 1.1 | -4.2 | -2.5 | 6.8 | -6.8 | 2.6 | -3.2 | -1.6
CCOC(=O)C1=CN(Cc2ccco2)S(=O)(=O)NC1c1ccc(Br)cc1F (stereo not drawn) | -2.8 | 0.1 | 0.5 | -3.2 | -5.9 | -0.2 | -2.8 | -0.2 | -1.1
CCOC(=O)C1=C(CS(=O)(=O)c2ccccc2)NC(=O)NC1c1ccccc1OC (stereo not drawn) | 0.8 | 4.3 | -5.3 | -21.0 | -19.3 | -5.5 | 14.2 | 0.9 | 9.2
CC(C)N1CCN(Cc2coc3ccccc3c2=O)CC1CCO (stereo not drawn) | 0.5 | 0.1 | 3.5 | 3.8 | 13.6 | -4.5 | -2.1 | 0.0 | -0.2
Cc1c(NC(=O)CCC2CCCCC2)cc(C(=O)N2CCOCC2)cc1[N+](=O)[O-] | -5.6 | 3.3 | 8.1 | -0.1 | -9.6 | 12.4 | 11.6 | 0.9 | 0.0
CCOC(=O)c1cc(OC(=O)c2ccccc2OC)n(-c2ccccc2)n1 | -2.2 | 1.9 | 6.1 | 1.5 | -3.2 | 0.9 | -4.9 | 0.2 | -0.6
CCOC(=O)C1CCN(C2=NC(=O)/C(=C/c3ccccc3OC)S2)CC1 | -4.9 | 1.3 | 5.9 | -11.7 | -0.3 | 2.6 | 12.6 | 0.4 | -5.5
CC(O)[C@H]1CNC(=O)C(=O)N1CCc1cccc2ccccc12 (stereo partly drawn) | 3.9 | 0.1 | 7.3 | 1.1 | 16.0 | 2.3 | -2.2 | -0.6 | -1.1
COc1cc(OC)c(C(=O)OC(C)C(=O)Nc2cc(C(F)(F)F)ccc2Cl)cc1OC (stereo not drawn) | -5.7 | -1.4 | -5.5 | 12.9 | 0.6 | -12.7 | -3.7 | -4.0 | -0.9
CCOC(=O)C1=C(CC)OC(N)=C(C#N)C1c1ccc(OC)c(OC)c1OC (stereo not drawn) | -1.0 | 2.1 | 1.4 | -8.9 | -6.9 | 7.8 | -0.8 | 1.7 | -1.2
CCCCN(CC)CCCNC(=S)Nc1ccc2nc3n(c(=O)c2c1)CCCCC3 | -2.2 | -0.1 | -1.0 | 7.6 | 9.7 | -9.5 | -2.2 | 3.7 | -0.5
Cc1ccc(S(=O)(=O)Nc2cc(=O)[nH]c(SCc3ccccc3Cl)n2)cc1 | -1.3 | 0.8 | 1.9 | 5.5 | -3.9 | 6.0 | 0.3 | 4.7 | -0.5
CN1CCN(c2nc3ccccn3c(=O)c2C=O)CC1 | -3.0 | 0.8 | 14.4 | 2.9 | 3.6 | -2.5 | -2.5 | -0.9 | 6.8
CC(=O)N(C)c1ccc(NCc2cc(=O)oc3cc(C)c(O)cc23)cc1 | -2.6 | 0.7 | 2.6 | 14.9 | 9.6 | 2.4 | 6.4 | -1.6 | 5.2
CC(NCC(=O)Nc1ccccc1C(=O)NC1CC1)c1cccc(C(F)(F)F)c1 (stereo not drawn) | 8.1 | 12.2 | 1.7 | -0.9 | -4.3 | -4.5 | -4.4 | -3.8 | -1.2

Continued; it opens with the two that closed the last part.
SMILES | CHRM5 agonist | CHRM4 agonist | CHRM1 PAM | M4 antag | CRFBP-R2 block | CHRM4 PAM | M5 antag | M5 PAM | CRFR2-BP ag
CC(=O)N(C)c1ccc(NCc2cc(=O)oc3cc(C)c(O)cc23)cc1 | -2.6 | 0.7 | 2.6 | 14.9 | 9.6 | 2.4 | 6.4 | -1.6 | 5.2
CC(NCC(=O)Nc1ccccc1C(=O)NC1CC1)c1cccc(C(F)(F)F)c1 (stereo not drawn) | 8.1 | 12.2 | 1.7 | -0.9 | -4.3 | -4.5 | -4.4 | -3.8 | -1.2
Nn1c(SCC(=O)NC2CCS(=O)(=O)C2)nc2scc(-c3ccccc3)c2c1=O (stereo not drawn) | 0.1 | 0.7 | 8.2 | -8.3 | -10.0 | 13.6 | 7.2 | 8.6 | 0.4
O=S1(=O)CC(O)C(N2CCC(c3ccccc3)CC2)C1 (stereo not drawn) | 2.5 | 0.0 | 4.1 | 9.0 | -9.1 | -2.5 | 1.3 | 4.9 | 2.6
Cc1csc(SCC(=O)Nc2cc(C(N)=O)cc(C(N)=O)c2)n1 | 0.5 | 0.2 | -2.8 | 2.1 | 18.4 | 2.1 | 22.0 | -9.1 | -1.3
CCOC(=O)c1ccc(N2Cc3ccccc3C2=NC(=O)c2cccc([N+](=O)[O-])c2)cc1 | -5.7 | 1.0 | 1.3 | 14.8 | 20.1 | -3.0 | 4.5 | 6.4 | -0.7
CN1CCc2cc3c(c4c2C1CC41CCC(=NO)CC1)OCO3 (stereo not drawn) | -7.6 | 0.6 | -5.8 | 7.9 | -7.0 | -1.7 | -7.7 | 5.9 | -0.7
COc1cc(CNc2ccc(N3CCN(C(C)=O)CC3)cc2)ccc1OCc1ccccc1 | 3.8 | 1.4 | 4.2 | 0.3 | -2.7 | -8.6 | -4.0 | 2.7 | 4.5
O=C(CCN1C(=O)c2ccc([N+](=O)[O-])cc2C1=O)Nc1ccc(O)cc1C(=O)O | -1.7 | 1.3 | 4.0 | -5.0 | 9.9 | 6.7 | 10.9 | 2.5 | -0.3
Cc1ccc2nc(SCC(=O)Nc3cccc(S(=O)(=O)N(C)C)c3)[nH]c2c1 | -0.3 | 8.7 | 0.8 | -7.6 | -53.5 | -1.6 | 13.7 | -13.3 | -6.7
CC1Sc2ccccc2N(Cc2ccccc2)C1=O (stereo not drawn) | -3.9 | -1.0 | -3.5 | -3.3 | · | -2.0 | -5.3 | 4.0 | ·
Cc1ccccc1CC(=O)Nc1ccc2c(c1)c(=O)n(C)n2-c1cccs1 | 0.0 | 3.3 | -1.8 | -1.9 | · | -10.1 | 1.2 | -2.3 | ·
O=C(CSCc1ccccc1)N/N=C/c1ccccc1OCc1ccccc1 | -3.0 | 0.1 | 0.7 | -2.8 | -10.5 | -7.9 | -8.1 | -13.3 | -0.1
O=C(Cn1cc(C(F)(F)F)ccc1=O)Nc1ccccc1 | 1.6 | 0.1 | 14.0 | 11.7 | -8.6 | 13.4 | -6.3 | 12.6 | 0.0
COc1ccc(CNc2nc3c(c(=O)[nH]c(=O)n3C)n2CCCc2ccccc2)cc1 | -2.1 | 0.0 | 10.9 | -2.3 | 6.9 | 0.6 | 0.2 | -0.7 | -0.8
CCOC(=O)C(=O)Nc1ccccc1C#N | -3.2 | 0.8 | 10.6 | 3.1 | 12.7 | 6.5 | -1.5 | 4.3 | -0.8
COc1ccc(-c2nnn(CC(=O)NCc3ccccc3)n2)cc1OC | 8.4 | 9.9 | 3.5 | -4.4 | 2.7 | -6.4 | 1.1 | -4.0 | -0.2
O=C(Nc1c(-c2ccc(F)cc2)nc2ccccn12)c1ccc(F)cc1 | -2.5 | 3.1 | 2.8 | -0.4 | -5.6 | -1.1 | -0.9 | -4.1 | -1.9
COc1cc(-c2nnc(-c3cccnc3)o2)cc(OC)c1OC | 3.2 | 4.0 | 5.3 | 1.5 | -12.7 | 5.9 | 6.4 | 3.0 | 0.1
CC(=O)Nc1cccc(C(=O)OCN2C(=O)c3ccccc3C2=O)c1 | -1.9 | 1.9 | 3.9 | 2.5 | -1.4 | -2.9 | -5.9 | 0.7 | 0.4
CSC1=NSC2=NC(=O)/C(=C/c3coc4ccc(O)cc4c3=O)C(=N)N12 | 52.5* | 26.2 | -26.2 | 20.2 | -97.8 | -8.0 | 28.1* | -4.9 | 79.3*
Cc1cc(C)c2nc(SCC(=O)N3CC(=O)Nc4ccccc43)c(C#N)cc2c1 | -0.2 | 0.9 | 6.6 | 3.7 | 2.0 | 12.3 | -1.0 | 2.3 | 8.6
O=[N+]([O-])c1cc(Cl)ccc1N1CCN(c2cccc(C(F)(F)F)c2)CC1 | -2.8 | 0.0 | -7.1 | -8.6 | -57.5 | -8.4 | 2.8 | -11.5 | -1.6
Cc1cccc(CSc2nnc(-c3cnccn3)n2C)c1 | 0.1 | 0.6 | 8.2 | -0.7 | -1.8 | 1.9 | -7.1 | 3.1 | -1.9
Cc1cccc(C)c1NC(=O)COC(=O)c1ccc2[nH]c3c(c2c1)CCCC3 | 2.3 | 1.2 | 8.9 | -9.2 | 25.8 | -7.5 | 3.7 | -2.4 | 1.9
COc1ccccc1Oc1ccc(S(=O)(=O)Nc2cccnc2)cc1 | 14.3 | 13.5 | -15.0 | 11.7 | 23.1 | -2.8 | 21.2 | -17.9 | 0.8
COCCN(C(=O)CCC(=O)Nc1nccs1)C(C(=O)NC(C)(C)C)c1ccc(C)cc1 (stereo not drawn) | -3.4 | 1.2 | 8.4 | -7.0 | 7.9 | 9.8 | 0.1 | -1.4 | -0.6

CRFBP-R2 block, what is marked active above
canonical_smiles,CHRM5 agonist,CHRM4 agonist,CHRM1 PAM,M4 antag,CRFBP-R2 block,CHRM4 PAM,M5 antag,CRFR2-BP ag
COC(=O)c1sc(NC(=O)c2ccc([N+](=O)[O-])o2)c(C#N)c1C,12.0,9.2,1.4,2.5,73.7*,-6.9,-2.5,41.2
